HP1b binding inh: blocks HP1-beta chromodomain binding to methylated histone tails. P83916. AlphaScreen HP1-beta / biotin-H3K9me3 peptide binding. Potency, µM (highest dose often 114 µM), for inactives: at the highest dose activity change, negative = inhibition, actives largely listed as inhibitors. actives 0.56% (n = 390,000). AID 540317; further: potency means the concentration at half of the fitted maximal effect; nearly all actives have a fitted effect of over 70% in size; inactives centre near 23
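Compound inhibition of the preformed complex between 50 nM HP1-beta and 50 nM biotinylated H3K9me3 peptide was read by AlphaScreen. Buffer was PBS pH 7.4 with 0.01% Tween-20. Incubations ran 30 min at room temperature, with 10 ug/mL donor/acceptor beads.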
IDH1 R132H inh: human IDH1 R132H inhibition; O75874; IDH1-R132H enzyme, NADPH consumption, diaphorase/resazurin fluorescence; Potency, µM (series often up to 76.6 µM), for inactives: at the highest dose activity change, negative = inhibition, usual class: inhibitors; actives 0.093% (n = 390,000); AID 602179; further: potency means the concentration at half of the fitted maximal effect; on the % scale 0 is the no-effect control and ±100 the full control effect; nearly all actives have a fitted effect of over 65% in size
Target sequence (O75874 whole entry R132H, stated change not applied): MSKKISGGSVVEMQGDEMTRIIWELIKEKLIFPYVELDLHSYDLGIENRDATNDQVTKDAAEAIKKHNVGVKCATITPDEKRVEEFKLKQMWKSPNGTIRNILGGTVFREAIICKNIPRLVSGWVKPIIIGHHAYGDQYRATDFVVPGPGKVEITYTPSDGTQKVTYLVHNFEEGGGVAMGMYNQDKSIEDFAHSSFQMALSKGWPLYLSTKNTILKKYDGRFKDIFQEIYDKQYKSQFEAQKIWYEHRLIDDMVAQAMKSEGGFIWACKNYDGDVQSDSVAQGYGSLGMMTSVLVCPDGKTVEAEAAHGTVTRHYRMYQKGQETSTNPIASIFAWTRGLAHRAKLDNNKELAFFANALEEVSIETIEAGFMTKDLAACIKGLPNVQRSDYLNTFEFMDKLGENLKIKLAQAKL
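IDH1-R132H (0.5 ug/mL dispensed) in pH 7.5 Tris buffer was preincubated 30 min with compound, then given a substrate mix of 0.016 mM NADPH and 2 mM alpha-KG for 80 min at room temperature; remaining NADPH was read by diaphorase/resazurin fluorescence.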
PGK inhibitor: inhibitors of T. brucei phosphoglycerate kinase | Potency, µM (series often up to 57.5 µM), inactives show at the highest dose activity change, negative = inhibition, most hits filed as inhibitors | actives 0.043% (n = 380,000) | PGK/GAPDH coupled, Kinase-Glo luminescence, 60 min | P07378 | AID 602233; further: potency means the concentration at half of the fitted maximal effect; on the % scale 0 is the no-effect control and ±100 the full control effect; nearly all actives have a fitted effect of over 60% in size
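Luminescent ATP detection (Kinase-Glo Plus) follows a 60-minute room-temperature incubation, with wells lacking PGK as controls. Buffer: 100 mM TEA (pH 7.6), 5 mM MgCl2, 0.01% Tween-20. Coupling enzyme GAPDH (100 nM final) supplies unstable 1,3-BPG in-well.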
USP1 inh: USP1/UAF1 (human) deubiquitinase inhibition. actives 0.23% (n = 390,000). Potency, µM (titrated, usually from 57.1 µM), for inactives: at the top dose activity change, negative = inhibition, hits mostly inhibitors. recombinant USP1/UAF1, Ub-Rhodamine cleavage fluorescence. AID 743255; further: potency means the concentration at half of the fitted maximal effect; on the % scale 0 is the no-effect control and ±100 the full control effect; nearly all actives have a fitted effect of over 60% in size; inactives centre near -12
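USP1/UAF1 complex at 1 nM was preincubated with compound for 15 min at room temperature, then Ub-Rho substrate (150nM final) was added. Fluorescence (480/540 nm) was read kinetically, 6 reads every 60 seconds.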
PI4K2A block: PI4K2A (human) kinase inhibition; Q9BTU6; purified PI4K2A, ADP-Glo luminescence, 1 h; stronger effect = lower value; activity change, negative = inhibition, % at 76.9 µM; actives 0.13% (n = 420,000); AID 1346378; in the data active means activity change below about -50%; inconclusive means mostly about -30% to -49%;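 further: -100% = wells without enzyme as full effect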
Target sequence (Q9BTU6 whole entry, looked up): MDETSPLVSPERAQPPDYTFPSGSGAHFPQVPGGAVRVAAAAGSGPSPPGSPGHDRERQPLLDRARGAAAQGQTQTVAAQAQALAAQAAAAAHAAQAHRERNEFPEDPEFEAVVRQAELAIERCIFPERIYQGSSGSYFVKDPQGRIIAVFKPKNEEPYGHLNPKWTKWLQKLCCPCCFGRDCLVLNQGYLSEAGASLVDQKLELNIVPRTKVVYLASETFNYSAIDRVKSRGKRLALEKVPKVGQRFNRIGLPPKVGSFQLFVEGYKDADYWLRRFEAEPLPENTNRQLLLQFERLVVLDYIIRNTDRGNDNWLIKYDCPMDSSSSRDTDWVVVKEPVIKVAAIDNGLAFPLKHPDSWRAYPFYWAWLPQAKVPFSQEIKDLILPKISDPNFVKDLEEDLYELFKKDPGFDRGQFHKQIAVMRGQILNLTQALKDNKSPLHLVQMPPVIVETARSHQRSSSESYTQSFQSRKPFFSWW
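PI4K2A activity was measured by ADP-Glo luminescence: enzyme (4 ug/mL stock) and phosphatidylinositol (1.2 mM stock) in Tris pH 7.5/MgCl2/EGTA/Triton X-100 buffer were reacted with ATP (300 microM stock) for one hour at ambient temperature.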
rTrxR1 inhibitor: blocks rat thioredoxin reductase 1 | Potency, µM (series often up to 114 µM), inactives show at the highest dose activity change, negative = inhibition, actives largely listed as inhibitors | O89049 | recombinant rTrxR1, NADPH fluorescence consumption, selenite substrate | actives 1% (n = 390,000) | AID 588453; further: potency means the concentration at half of the fitted maximal effect; on the % scale 0 is the no-effect control and ±100 the full control effect; nearly all actives have a fitted effect of over 65% in size
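Rat TrxR1 (90 nM in the dispensed reagent) was pre-reduced with 400 uM NADPH for 5 min at room temperature, then incubated with compound for 15 min. After 400 uM selenite was added, NADPH fluorescence (Ex 340/Em 450 nm) was followed for 8 min.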
TrxR1 substrate: substrates of rat thioredoxin reductase 1; O89049; purified TrxR1 substrate turnover, NADPH consumption readout; Potency, µM (top dose mostly 114 µM), without a hit: top-dose activity change, negative = substrate turnover; actives 0.01% (n = 390,000); AID 588456; further: potency means the concentration at half of the fitted maximal effect; on the % scale 0 is the no-effect control and ±100 the full control effect; nearly all actives have a fitted effect of over 50% in size
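Rat TrxR1, dispensed at 90 nM, was prereduced with 400 uM NADPH (final) for 5 min at ~22 deg C, then incubated with compound 15 min before 400 uM selenite. A first-read NADPH fluorescence drop versus no-compound background flagged substrates.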
Pin1 inhibitor: inhibitors of human Pin1. Q13526. Pin1 FP peptide displacement, HiFluor488, 10 min. Potency, µM (highest dose often 115 µM), for inactives: top-dose activity, negative = inhibition, usual class: inhibitors. actives 0.009% (n = 390,000). AID 504891; active means well fitted inhibition curve with a large enough effect in the polarisation, with a control signal flat, not every such curve was filed as active; inconclusive means small, poorly fitted or top-dose-only effect, or effect the other way, or a change in a side signal; inactive means no such curve, though single readings can be large or run the other way; the % refers to the polarisation; further: potency means the concentration at half of the fitted maximal effect; on the % scale 0 is the no-effect control and ±100 the full control effect
Target sequence (Q13526 whole entry, looked up): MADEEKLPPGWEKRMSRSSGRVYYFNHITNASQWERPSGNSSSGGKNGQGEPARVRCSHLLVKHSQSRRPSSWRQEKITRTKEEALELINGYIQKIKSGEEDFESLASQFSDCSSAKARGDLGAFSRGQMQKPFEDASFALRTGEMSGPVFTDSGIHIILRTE
GLS inh: glutaminase GLS (human) inhibition. O94925. GLS enzymatic activity, qHTS titration. Potency, µM (series often up to 45.5 µM), for the others: at the top dose activity change, negative = inhibition, actives largely listed as inhibitors. actives 0.21% (n = 410,000). AID 624170; further: potency means the concentration at half of the fitted maximal effect; on the % scale 0 is the no-effect control and ±100 the full control effect
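Coupled fluorescence readout: glutamate oxidase/HRP/Amplex Red detect glutamate formed by hKGA from L-glutamine (1 mM solution added). Buffer 45 mM KH2PO4 pH 8.2, 0.02% Tween-20; reads at t0 and 30 min RT.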
Numbers without * were called inactive; i = inactive; ? = inconclusive; . = not tested or not shown; [ ] = remark or other dose. Unless noted, the call rests on the fitted dose curve; in most records, active means well fitted curve in the direction sought with a large enough effect; inconclusive means small, poorly fitted or top-dose-only effect, or another doubt; inactive means no such curve, though single readings can be large; an effect the other way counts as inactive or inconclusive. Only part of the results is shown; rates above refer to the full screens.

(1) Cc1ccccc1C1c2[nH]c3ccccc3c2CCN1Cc1cccn1-c1ncccn1 (centres undefined)
(2) O=C(NCC1CCCO1)c1ccc(Cl)c(S(=O)(=O)Nc2ccccc2)c1 (centres undefined)
(3) O=C(CNC(=O)c1ccc(Cl)cc1Cl)OCc1nnc(-c2ccccc2)o1
(4) CCOC(=O)NC1(C(F)(F)F)NC(=O)N(c2ccc(C)c(C)c2)C1=O (centres undefined)
(5) Cc1nc2ccc(S(=O)(=O)NCC(=O)Nc3cccc(F)c3)cc2s1
(6) COc1ccc(OC)c(CNC(=O)c2ccc(C)c(NC(=O)c3nsc4ccccc34)c2)c1

Screen / compound no.	1	2	3	4	5	6
HP1b binding inh	-11%	23%	9%	14%	37%	20%[57 µM]
IDH1 R132H inh	3%	-3%	4%	8%	1%	0%
PGK inhibitor	-7%	-8%	-7%	-5%	-9%	-3%
USP1 inh	-25%	-2%	-19%	-16%	-19%	-7%
PI4K2A block	-8	-1	0	2	-1	-4
rTrxR1 inhibitor	-1%	2%	-2%	5%	5%	3%[57.1 µM]
TrxR1 substrate	13%	-6%	-5%	1%	-5%	0%[57.1 µM]
Pin1 inhibitor	?	?	-2%	-1%	2%	44%[activator]
GLS inh	-7%	0%	-1%	-9%	-1%	-4%

(7) COc1cc(OC)cc(C(=O)NNC(=O)c2cc3c(s2)CCCC3)c1
(8) NCC(O)CN(c1ccccc1)c1ccccc1 (centres undefined)
(9) COc1ccc(-c2csc(NC(=O)Cc3cc(OC)c(OC)c(OC)c3)n2)cc1OC
(10) CNc1ccccc1C(=O)OC(C)C(=O)Nc1ccc(S(=O)(=O)N2CCCC2)cc1 (centres undefined)
(11) CCCc1cc(=O)[nH]c(SCC(=O)N(C)C2CCS(=O)(=O)C2)n1 (centres undefined)
(12) CCOC1(NC(=O)c2ccccc2)C(C)=CC(=O)C=C1C

Screen / compound no.	7	8	9	10	11	12
HP1b binding inh	34%	20%	-7%	48%[activator]	36%	?
IDH1 R132H inh	7%	5%	9%	0%	0%	5%
PGK inhibitor	-6%	0%	7%	3%	-2%	2%
USP1 inh	-15%	-16%	-23%	1%	-10%	-17%
PI4K2A block	-3	2	2	-3	-23	14
rTrxR1 inhibitor	15%	16%[11.4 µM]	24%[57.1 µM]	15%	-1%	?
TrxR1 substrate	8%	8%[11.4 µM]	7%[57.1 µM]	104%[activator]	2%	6%
Pin1 inhibitor	4%	1%	-2%	6%	-9%	7%
GLS inh	0%	0%	-4%	0%	-5%	-21%

Results in sequence from above.
USP1 inh, nos. 7–12: -15%, -16%, -23%, 1%, -10%, -17%
Pin1 inhibitor, nos. 7–12: 4%, 1%, -2%, 6%, -9%, 7%
rTrxR1 inhibitor, nos. 7–12: 15%, 16%[11.4 µM], 24%[57.1 µM], 15%, -1%, ?

(further entries)
(13) Cc1cc(-c2nnn(CCCOC(C)(C)C)c2C)ccc1-c1cn(CCCOC(C)(C)C)nn1
(14) CCN(CC)C(=O)CSc1nnc(CNc2ccc(F)cc2)n1-c1ccccc1
(15) O=C(COc1ccc(S(=O)(=O)NC2CCCCC2)cc1Cl)NCc1ccc2c(c1)OCO2
(16) Cc1ccc(CNC(=O)CSc2ncc3c(n2)-c2ccc(Cl)cc2N(Cc2ccccc2)S3(=O)=O)cc1
(17) CCCCCCCCC(=O)NCCOc1ccc(OC)cc1
(18) COc1ccc(CN(C)C(=O)Cn2cnc3c(SC)nc(N)nc32)cc1OC

Screen / compound no.	13	14	15	16	17	18
HP1b binding inh	.	17%	17%	13%	15%	47%[activator]
IDH1 R132H inh	5%	4%	4%	0%	-4%	25%
PGK inhibitor	-5%	.	-9%	-3%	-1%	-4%
USP1 inh	-10%	-13%	-7%	-20%	-16%	-12%
PI4K2A block	1	6	-1	-1	4	-2
rTrxR1 inhibitor	.	30%	1%	12%[57.1 µM]	6%	12%
TrxR1 substrate	.	10%	1%	4%[57.1 µM]	0%	2%
Pin1 inhibitor	.	-4%	14%	0%	-7%	-4%
GLS inh	-4%	4%	-1%	-7%	0%	5%

(19) O=C(NCC1CCCO1)C1CCC(N2C(=O)c3ccccc3C2=O)CC1 (centres undefined)
(20) Cc1ccc(C2C(C#N)=C(N)Oc3cc(C)oc(=O)c32)o1 (centres undefined)
(21) Cc1ccc(OCC(=O)O/N=C(\N)c2cccnc2)cc1
(22) O=C(CNC(=O)c1cccc(Br)c1)NCCc1nc2ccccc2[nH]1
(23) O=C(CCN1C(=O)/C(=C/c2ccccc2F)SC1=S)Nc1cccnc1
(24) COc1ccc(OCc2cc(C(=O)NC3CCOCC3)no2)c2ccccc12

Screen / compound no.	19	20	21	22	23	24
HP1b binding inh	10%	79%[activator]	7%	12%	-6%	32%
IDH1 R132H inh	7%	1%	5%	-2%	11%	4%
PGK inhibitor	-7%	-2%	i	-12%	-9%	-9%
USP1 inh	-10%	-13%	-1%	-7%	-9%	?
PI4K2A block	-1	1	-4	3	1	-9
rTrxR1 inhibitor	11%	-12%	23%[57.1 µM]	11%	11%	-2%
TrxR1 substrate	9%	3%	4%[57.1 µM]	-3%	0%	-5%
Pin1 inhibitor	-1%	-8%	6%	0%	-2%	-7%
GLS inh	-2%	-2%	-1%	-5%	5%	0%

(25) COc1ccc(CCN2C(=O)CC(NC34CC5CC(CC(C5)C3)C4)C2=O)cc1OC (centres undefined)
(26) CN1CCN(C(=O)CC2(CC(=O)O)CCCC2)CC1
(27) COc1ccc(NCC(=O)Nc2cc(S(=O)(=O)N3CCOCC3)ccc2N2CCOCC2)c(OC)c1
(28) O=C(CC1(O)C(=O)N(CCc2ccccc2)c2ccc(Br)cc21)c1ccc(F)cc1 (centres undefined)
(29) Cc1cc(=O)[nH]c(=O)n1Cc1ccccc1
(30) COCC(C)n1c(SCC(=O)NCCC2=CCCCC2)nc2ccccc2c1=O (centres undefined)

Screen / compound no.	25	26	27	28	29	30
HP1b binding inh	43%[activator]	35%	34%	8%	-14%	29%
IDH1 R132H inh	9%	1%	-2%	-2%	7%	0%
PGK inhibitor	-2%	i	-2%	i	-13%	-2%
USP1 inh	-10%	-9%	-18%	-14%	-6%	0%
PI4K2A block	4	-2	1	-2	-9	1
rTrxR1 inhibitor	4%[57.1 µM]	23%[57.1 µM]	20%	6%	23%[57.1 µM]	-1%[57.1 µM]
TrxR1 substrate	-19%[57.1 µM]	-7%[57.1 µM]	7%	-4%	7%[57.1 µM]	-5%[57.1 µM]
Pin1 inhibitor	4%	-5%	4%	3%	.	-5%
GLS inh	1%	0%	14%	1%	15%	13%

(31) O=C(Cc1ccc(O)cc1)N/N=C/c1cccnc1
(32) COC(=O)CC1=Nc2ccccc2NC(=O)C1
(33) CCOc1ccc(-c2nn(CC(=O)NC3CCCCC3)c3c2cnc2ccc(C)cc23)cc1
(34) CC(C)[C@H](NC(=O)Nc1ccc2c(c1)OCCO2)C(=O)O

Screen / compound no.	31	32	33	34
HP1b binding inh	38%	17%	73%[activator]	14%
IDH1 R132H inh	4%	1%	10%	6%
PGK inhibitor	i	-4%	-10%	i
USP1 inh	-12%	-13%	-26%	2%
PI4K2A block	4	5	7	4
rTrxR1 inhibitor	23%	-9%	35%[57.1 µM]	-1%
TrxR1 substrate	-1%	-7%	6%[57.1 µM]	-4%
Pin1 inhibitor	-9%	4%	-3%	6%
GLS inh	2%	0%	-10%	15%

Some of these compounds in order of heavy-atom count, lowest first.
(29) Cc1cc(=O)[nH]c(=O)n1Cc1ccccc1
(32) COC(=O)CC1=Nc2ccccc2NC(=O)C1
(31) O=C(Cc1ccc(O)cc1)N/N=C/c1cccnc1
(34) CC(C)[C@H](NC(=O)Nc1ccc2c(c1)OCCO2)C(=O)O
(30) COCC(C)n1c(SCC(=O)NCCC2=CCCCC2)nc2ccccc2c1=O (centres undefined)
(28) O=C(CC1(O)C(=O)N(CCc2ccccc2)c2ccc(Br)cc21)c1ccc(F)cc1 (centres undefined)
(27) COc1ccc(NCC(=O)Nc2cc(S(=O)(=O)N3CCOCC3)ccc2N2CCOCC2)c(OC)c1

Screen / compound no.	29	32	31	34	30	28	27
HP1b binding inh	-14%	17%	38%	14%	29%	8%	34%
IDH1 R132H inh	7%	1%	4%	6%	0%	-2%	-2%
PGK inhibitor	-13%	-4%	i	i	-2%	i	-2%
USP1 inh	-6%	-13%	-12%	2%	0%	-14%	-18%
PI4K2A block	-9	5	4	4	1	-2	1
rTrxR1 inhibitor	23%[57.1 µM]	-9%	23%	-1%	-1%[57.1 µM]	6%	20%
TrxR1 substrate	7%[57.1 µM]	-7%	-1%	-4%	-5%[57.1 µM]	-4%	7%
Pin1 inhibitor	.	4%	-9%	6%	-5%	3%	4%
GLS inh	15%	0%	2%	15%	13%	1%	14%
